High-throughput results deposited in PubChem by National Center for Advancing Translational Sciences (NCATS).
TrxR1 substrate – qHTS Assay for Substrates of Mammalian Selenoprotein Thioredoxin Reductase 1 (TrxR1): qHTS; Thioredoxin reductase 1, cytoplasmic (Rattus norvegicus), O89049; purified TrxR1 substrate turnover, NADPH consumption readout; Potency, µM (doses to about 114 µM), without a hit: at the highest dose activity change, negative = substrate turnover; 0.01% of 390,000 active; AID 588456, 2011; further: potency means the concentration at half of the fitted maximal effect; on the % scale 0 is the no-effect control and ±100 the full control effect; nearly all actives have a fitted effect of over 50% in size
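Rat TrxR1, dispensed at 90 nM, was prereduced with 400 uM NADPH (final) for 5 min at ~22 deg C, then incubated with compound 15 min before 400 uM selenite. A first-read NADPH fluorescence drop versus no-compound background flagged substrates.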
IDH1 R132H inh – qHTS for Inhibitors of mutant isocitrate dehydrogenase 1 (IDH1): qHTS. Isocitrate dehydrogenase [NADP] cytoplasmic (Homo sapiens), O75874. IDH1-R132H enzyme, NADPH consumption, diaphorase/resazurin fluorescence. Potency, µM (series often up to 76.6 µM), for the others: top-dose activity change, negative = inhibition, actives largely listed as inhibitors. 0.093% of 390,000 active. AID 602179, 2012; further: potency means the concentration at half of the fitted maximal effect; on the % scale 0 is the no-effect control and ±100 the full control effect; nearly all actives have a fitted effect of over 65% in size
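IDH1-R132H (0.5 ug/mL dispensed) in pH 7.5 Tris buffer was preincubated 30 min with compound, then given a substrate mix of 0.016 mM NADPH and 2 mM alpha-KG for 80 min at room temperature; remaining NADPH was read by diaphorase/resazurin fluorescence.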
USP1-UAF1 inh – Inhibitors of USP1/UAF1: Primary Screen; Potency, µM (doses to about 57.1 µM), for inactives: at the top dose activity change, negative = inhibition, most hits filed as inhibitors; AID 743255, 2014; Ubiquitin carboxyl-terminal hydrolase 1 (Homo sapiens), O94782; recombinant USP1/UAF1, Ub-Rhodamine cleavage fluorescence; 0.23% of 390,000 active; further: potency means the concentration at half of the fitted maximal effect; on the % scale 0 is the no-effect control and ±100 the full control effect; nearly all actives have a fitted effect of over 60% in size; inactives centre near -12
Target sequence (O94782 whole entry, looked up): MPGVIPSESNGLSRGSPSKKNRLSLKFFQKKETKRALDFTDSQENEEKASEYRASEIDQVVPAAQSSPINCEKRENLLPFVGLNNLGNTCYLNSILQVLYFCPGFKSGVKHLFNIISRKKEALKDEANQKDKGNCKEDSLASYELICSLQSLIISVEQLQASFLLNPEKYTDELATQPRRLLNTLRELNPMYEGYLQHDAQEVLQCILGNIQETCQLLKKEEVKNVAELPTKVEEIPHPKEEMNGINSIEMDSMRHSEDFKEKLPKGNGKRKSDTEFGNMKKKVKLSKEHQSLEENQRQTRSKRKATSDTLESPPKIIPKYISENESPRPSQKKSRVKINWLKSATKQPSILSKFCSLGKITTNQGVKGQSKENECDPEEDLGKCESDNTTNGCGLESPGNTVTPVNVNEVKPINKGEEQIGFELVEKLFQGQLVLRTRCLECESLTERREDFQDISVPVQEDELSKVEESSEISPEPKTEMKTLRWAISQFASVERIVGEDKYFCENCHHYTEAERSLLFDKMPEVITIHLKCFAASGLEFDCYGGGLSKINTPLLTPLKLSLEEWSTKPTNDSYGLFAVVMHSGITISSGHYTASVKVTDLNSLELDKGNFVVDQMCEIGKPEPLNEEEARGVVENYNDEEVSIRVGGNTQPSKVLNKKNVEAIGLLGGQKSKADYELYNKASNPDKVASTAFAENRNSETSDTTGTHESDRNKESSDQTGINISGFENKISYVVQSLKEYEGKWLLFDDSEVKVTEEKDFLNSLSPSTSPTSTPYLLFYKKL
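High-throughput fluorogenic screen: 1nM USP1/UAF1 complex, Ub-Rho substrate 150nM final, 50mM HEPES pH 7.8 with 0.5mM EDTA, 0.1 mg/ml BSA, 1mM TCEP and 0.01% Tween-20.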
TRHR PAM – qHTS for Small Molecule Agonists and Allosteric Enhancers of Human TRH Receptor: Primary Screen for Enhancers; Thyrotropin-releasing hormone receptor (Homo sapiens), P34981; TRHR cells, fluo-8 calcium fluorescence, EC20 TRH enhancement; enhancement, % at 2 µM; 0.66% of 360,000 active; in the data active means enhancement above about 30%; further: 0% is about no effect
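Enhancer read-out: after compound pinning and an initial kinetic agonist-mode read, an EC20 of TRH (10 nM final) was injected and fluo-8 calcium signal (Ex 480/Em 530) followed at 1 s/cycle for 100 cycles in TRHR-expressing cells.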
D2 antag – HTS Assay for Allosteric Antagonists of the Human D2 Dopamine Receptor: Primary Screen for Antagonists. AID 485344, 2010. inhibition, % at 10 µM. 2% of 340,000 active. HEK293 TREx D2 cells, calcium flux, dopamine EC80; in the data active means inhibition above about 30%; further: 0% is about no effect
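Tetracycline-induced HEK293 TREx cells expressing D2 receptor forced-coupled to calcium signalling, loaded with no-wash calcium dye. Compounds added and calcium flux read 180 s, then dopamine added at EC80 and read a further 180 s.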
D2 ag – HTS Assay for Allosteric Agonists of the Human D2 Dopamine Receptor: Primary Screen for Agonists; 0.53% of 340,000 active; D(2) dopamine receptor (Homo sapiens), P14416; AID 485358, 2010; activation, % at 2 µM; HEK293 T-REx D2 cells, calcium flux agonist mode;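 active means activation over 3 SD above normal in the single-dose calcium agonist read, cut at about 30% in these data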; further: 0% is about no effect
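HEK293 Trex D2 cells, tetracycline-induced, o/n 30 C 5% CO2; no-wash Ca dye, RT 30–90 min; 10-cycle baseline, 23 nl cpd added, kinetic Ca read 180 s; agonist hits = positive Ca response.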
PI4K2A inh – qHTS for small molecular inhibitors of PI4K2A; 0.13% of 420,000 active; Phosphatidylinositol 4-kinase type 2-alpha (Homo sapiens), Q9BTU6; activity change, negative = inhibition, % at 76.9 µM; purified PI4K2A, ADP-Glo luminescence, 1 h; active compounds read low; in the data active means activity change below about -50%; inconclusive means mostly about -30% to -49%;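 further: -100% = wells without enzyme as full effect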
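In this quantitative HTS, ADP production by PI4K2A was quantified luminescently after 1 h at ambient temperature; 100 microM adenosine served as plate-quality control.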
TRHR ag – qHTS for Small Molecule Agonists and Allosteric Enhancers of Human TRH Receptor: Primary Screen for Agonists; TRHR cells, calcium flux fluo-8, FDSS agonist mode; activation, % at 2 µM; 0.18% of 360,000 active; in the data active means activation above about 30%; further: 0% is about no effect
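In this calcium-flux screen, cells bearing human TRHR are dye-loaded with fluo-8, baselined for 10 cycles, then exposed to library compounds; positive kinetic calcium responses during the agonist phase mark hits, with TRH as control.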
rTrxR1 inhibitor – qHTS Assay for Inhibitors of Mammalian Selenoprotein Thioredoxin Reductase 1 (TrxR1): qHTS. recombinant rTrxR1, NADPH fluorescence consumption, selenite substrate. Potency, µM (titrated, usually from 114 µM), for the others: at the top dose activity change, negative = inhibition, hits mostly inhibitors. 1% of 390,000 active; further: potency means the concentration at half of the fitted maximal effect; on the % scale 0 is the no-effect control and ±100 the full control effect; nearly all actives have a fitted effect of over 65% in size
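Rat TrxR1 (90 nM in the dispensed reagent) was pre-reduced with 400 uM NADPH for 5 min at room temperature, then incubated with compound for 15 min. After 400 uM selenite was added, NADPH fluorescence (Ex 340/Em 450 nm) was followed for 8 min.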
* marks the source's active call; other numbers are inactive results; ? = inconclusive; / = no result given; [ ] = another dose, or the depositor's remark. Unless noted, the call rests on the fitted dose curve; in most records, active means well fitted inhibition curve with a large enough effect; inconclusive means small, poorly fitted or top-dose-only effect; inactive means no such curve, though single readings can be large or run the other way.

SMILES | TrxR1 substrate | IDH1 R132H inh | USP1-UAF1 inh | TRHR PAM | D2 antag | D2 ag | PI4K2A inh | TRHR ag | rTrxR1 inhibitor
COc1ccc(NS(=O)(=O)c2cccc(C(=O)NCC(c3ccco3)N3CCCC3)c2)cc1 (stereo unspecified) | 6% | -6% | -20% | -3 | 15 | 0.9 | -16 | 1.3 | -7%
CCN(CC)CCCNC(=O)Cc1csc2nc(-c3ccc(Cl)cc3)cn12 | -5%[57.1 µM] | 3% | -14% | 8 | / | 1.8 | -1 | 0.8 | 10%[57.1 µM]
Clc1ccc(N=c2ssnc2Cl)cc1 | -3% | ? | -23% | 1 | 6 | 6.9 | 12 | 4.1 | -17%
O=C(NCCCN1CCCC1)[C@H](CSCc1ccccc1)N1Cc2ccccc2C1=O | 3% | 0% | -12% | 3 | -7 | 0.3 | -2 | -0.5 | 13%
COCCNC(=O)C(c1ccc(Cl)cc1)N(Cc1ccco1)C(=O)CCC(=O)Nc1ccccn1 (stereo unspecified) | 8%[57.1 µM] | -1% | -10% | 1 | 15 | 0.1 | -5 | 1.2 | 0%[57.1 µM]
CC(=O)Nc1ccc([N+](=O)[O-])c(CS(=O)(=O)c2ccc(C)cc2)c1[N+](=O)[O-] | -12% | 7% | -10% | 6 | 1 | 1.1 | -5 | 0.8 | -4%
CC(C)Cn1c(-c2ccco2)n[nH]c1=S | 20% | 13% | -15% | 35* | -5 | -0.9 | -4 | 0.2 | -7%
COCCNS(=O)(=O)c1ccc(F)c(OC)c1 | 7% | 2% | -4% | 1 | -7 | 0.8 | 3 | 0.9 | 8%
Cc1ccc(S(=O)(=O)N2CCN(C(=O)COC(=O)c3ccccc3OC(F)F)CC2)c(C)c1 | 2% | -13% | -10% | / | / | / | 2 | / | 35%
Cc1ccc(Nc2ccc3cc(S(=O)(=O)N4CCC(C)CC4)ccc3n2)c(Cl)c1 | 14%[57.1 µM] | -2% | -16% | -2 | / | 0.4 | -2 | 0.7 | 18%[57.1 µM]
O=C(O)c1cn(-c2ccccc2)nc1-c1ccc(Cl)cc1 | 0% | 9% | -5% | / | / | / | 9 | / | 20%
Cn1cnc(C(=O)NCc2ccc(CNC(=O)OC(C)(C)C)cc2)c1C(=O)NCc1ccc(CNC(=O)OC(C)(C)C)cc1 | -5% | 10% | -31% | / | / | / | 3 | / | 17%
CCn1cc(C(=O)N2CCCC(CO)(Cc3ccccc3C)C2)cn1 (stereo unspecified) | 4% | -3% | 1% | -1 | 12 | 0.8 | 2 | 19 | 7%
COc1ccc(CNC(=O)CN2N=C(c3ccccc3)CCC2=O)c(OC)c1 | -4%[57.1 µM] | 13% | -2% | -9 | / | 0.8 | -9 | -0.5 | -10%[57.1 µM]
Cc1ccc(C2(C)NC(=O)N(CC(=O)NCc3cccc(Cl)c3)C2=O)cc1 (stereo unspecified) | 1% | 0% | -16% | 1 | -7 | 0.4 | 0 | -1.3 | 13%
Cc1ccc(-c2noc(CNCCCN(C)C)n2)cc1 | 4% | 8% | -15% | -3 | 10 | -0.8 | 1 | 0.7 | -17%
CN(C(=O)c1ccc(S(=O)(=O)N2CCCC2)cc1)C1CCCCC1 | -4% | 5% | -15% | -4 | 4 | -0.6 | 0 | 0.6 | 1%
CCOc1ccc(-n2nnnc2SCC(=O)NNC(=O)c2ccco2)cc1 | 9%[57.1 µM] | 0% | -4% | 0 | 20 | -0.2 | 1 | -1.0 | 22%[57.1 µM]
CCC1(O)CCCC2C3CCC4CC(=O)CCC4(C)C3C(=O)CC21C (stereo unspecified) | 1% | 10% | -5% | / | / | / | -8 | / | 3%
Cc1ccc(C(=O)N[C@@H](Cc2ccccc2)C(=O)N2CCC3(CC2)NCCc2[nH]cnc23)cc1C | 4% | 9% | -8% | 4 | / | / | -3 | 0.3 | 11%
COc1ccc2[nH]c(=O)c(CN(C(C)=O)C3CCCCC3)cc2c1 | 34%[activator] | 0% | 0% | 6 | -4 | -0.4 | -11 | -0.5 | 5%
COc1ccccc1NC(=O)c1ccc2c(O)c(S(=O)(=O)c3ccccc3)c(=O)[nH]c2c1 | -13% | 0% | -15% | 2 | 0 | 0.4 | 6 | 0.3 | -7%
CC(C)(C)c1ccc(C(=O)N2CCC(c3noc(-c4ccc(S(=O)(=O)N5CCCC5)cc4)n3)CC2)cc1 | -7% | 1% | 0% | 0 | / | / | -3 | 1.7 | 21%
Nn1c(COc2ccccc2F)nnc1SCC(=O)NC1CC1 | -1% | 2% | -13% | -16 | 14 | 0.4 | -5 | 0.2 | 7%
Cc1ccc(C(=O)NCCCN2CCN(CCCNC(=O)c3ccc(C)cc3)CC2)cc1 | 4% | 1% | -22% | / | / | / | 5 | / | 15%
CC(NC(=O)COC(=O)CCN1C(=O)C2CC=CCC2C1=O)c1ccc(Br)cc1 (stereo unspecified) | 9% | 7% | -15% | -1 | -21 | 0.8 | 0 | 2.1 | 28%
Cc1ccc(C(=O)COC(=O)C2CC(=O)N(c3nc(-c4ccccc4)cs3)C2)cc1 (stereo unspecified) | 3% | 7% | 2% | 4 | 34* | 0.9 | -12 | 0.1 | 3%
Cc1ccc(OCC(=O)Nc2ccc3nc(SCC(=O)N4CCCC4)sc3c2)cc1 | -3% | -8% | -6% | -9 | / | -2.1 | -1 | -0.1 | 18%
CC(C)NCC(O)COc1ccc2c(c1)CCC2 (stereo unspecified) | -1% | -5% | -15% | 9 | 0 | -0.3 | -1 | -0.1 | -7%
Cn1c(-c2ccco2)n[nH]c1=S | 7%[57.1 µM] | 1% | -7% | -1 | -13 | 2.8 | -4 | 0.2 | ?
CCNc1nc(NCC)n2c(SCC(=O)NC34CC5CC(CC(C5)C3)C4)nnc2n1 | 2% | 2% | 3% | 0 | / | / | -7 | 0.2 | 16%
CCCc1cc(=O)[nH]c(SCC(=O)c2cc(C)n(CCC)c2C)n1 | 4%[57.1 µM] | 4% | -14% | 10 | 6 | -0.1 | -7 | -0.5 | 17%[57.1 µM]
O=C(CN1CCN(C(=O)c2ccco2)CC1)Nc1ccc2c(c1)OCCO2 | -6% | 4% | -1% | 24 | 54* | 61* | 3 | -0.2 | ?
COc1ccccc1/C=C/C(=O)Nc1nc(N)n(-c2ccccc2)n1 | -11% | -1% | -4% | -1 | 2 | 0.8 | 1 | -0.2 | 6%
CC(C)c1ccc(NC(=O)CNCC(c2ccccc2)N(C)C)cc1 (stereo unspecified) | 1% | 1% | -17% | 0 | 17 | 0.3 | 0 | 1.5 | 12%
Cc1cccc(Nc2c(-c3ccc(N4CCOCC4)cc3)nc3ncccn23)c1 | -3% | 5% | ? | -4 | 13 | 1.8 | -1 | 1.0 | -2%

Ordered by heavy-atom count (smallest number first): some entries from above
SMILES | TrxR1 substrate | IDH1 R132H inh | USP1-UAF1 inh | TRHR PAM | D2 antag | D2 ag | PI4K2A inh | TRHR ag | rTrxR1 inhibitor
CCn1cc(C(=O)N2CCCC(CO)(Cc3ccccc3C)C2)cn1 (stereo unspecified) | 4% | -3% | 1% | -1 | 12 | 0.8 | 2 | 19 | 7%
CCOc1ccc(-n2nnnc2SCC(=O)NNC(=O)c2ccco2)cc1 | 9%[57.1 µM] | 0% | -4% | 0 | 20 | -0.2 | 1 | -1.0 | 22%[57.1 µM]
O=C(NCCCN1CCCC1)[C@H](CSCc1ccccc1)N1Cc2ccccc2C1=O | 3% | 0% | -12% | 3 | -7 | 0.3 | -2 | -0.5 | 13%
Cc1ccc(S(=O)(=O)N2CCN(C(=O)COC(=O)c3ccccc3OC(F)F)CC2)c(C)c1 | 2% | -13% | -10% | / | / | / | 2 | / | 35%
CC(C)(C)c1ccc(C(=O)N2CCC(c3noc(-c4ccc(S(=O)(=O)N5CCCC5)cc4)n3)CC2)cc1 | -7% | 1% | 0% | 0 | / | / | -3 | 1.7 | 21%

The list goes on:
SMILES | TrxR1 substrate | IDH1 R132H inh | USP1-UAF1 inh | TRHR PAM | D2 antag | D2 ag | PI4K2A inh | TRHR ag | rTrxR1 inhibitor
Cc1nc(-c2cccc(F)c2)sc1CCNC(=O)C(=O)Nc1ccc2c(c1)OCO2 | -5%[57.1 µM] | -10% | -1% | 6 | / | 0.1 | 2 | 0.2 | 4%[57.1 µM]
O=S(=O)(NN=C1CCCCC1)c1ccccc1 | 5% | 1% | -19% | 1 | 1 | 0.6 | 4 | 0.0 | -6%
COc1ccc(C)cc1NC(=O)CCNS(=O)(=O)c1ccc2c(c1)CC(C)N2C(C)=O (stereo unspecified) | -5% | 0% | -16% | -3 | 12 | -0.1 | -3 | -0.4 | 6%
CCOC(=O)N1CCC(NC(=O)c2ccc3c(c2)sc2nc(-c4ccc(OC)cc4)cn23)CC1 | / | / | / | 2 | -9 | 0.4 | / | -0.1 | /
COC(=O)Nc1ccc(S(=O)(=O)NCCCCCC(=O)O)cc1 | 6% | 6% | ? | -6 | 11 | -0.1 | -2 | 1.2 | 17%[57.1 µM]
O=C(CSc1cn(CC(=O)N2CCCCC2)c2ccccc12)Nc1ccc(C(F)(F)F)cc1 | 2% | -15% | 4% | 12 | / | 0.8 | -1 | 0.3 | 8%
COc1ccc(C)cc1NC(=O)COC(=O)c1c(C)noc1C | 11% | 4% | -14% | -5 | -4 | -0.8 | 5 | -0.3 | 20%
Cc1nc(SCC(=O)NCC2CCCO2)c2c(C)c(C)sc2n1 (stereo unspecified) | 4% | 4% | -10% | / | / | / | 1 | / | 6%
